Growth percent in the NCI-60 one-dose screen (48 h, 10 µM unless noted): 100 = growth as untreated, 0 = no growth, -100 = all killed.
EKVX: EKVX NSCLC; hit rate 3% among 71,000; AID 1794765
A549/ATCC: A549/ATCC NSCLC; hit rate 3.7% among 81,000; AID 1794740
HOP-92: HOP-92 NSCLC cells; hit rate 6.3% among 71,000; AID 1794738
RPMI-8226: RPMI-8226 leukemia cells; hit rate 7.5% among 77,000; AID 1794781
HOP-62: HOP-62 NSCLC. AID 1794735. hit rate 3.9% among 80,000
UACC-62: UACC-62 melanoma; hit rate 5.4% among 81,000
M14: M14 melanoma | hit rate 6.2% among 80,000 | AID 1794745
CCRF-CEM: CCRF-CEM leukemia; hit rate 7% among 77,000
An asterisk follows results filed as active; . = no result given; & = joins results of further samples. The calls were made as follows: active = growth percent below 10; inactive = the rest.

SMILES	EKVX	A549/ATCC	HOP-92	RPMI-8226	HOP-62	UACC-62	M14	CCRF-CEM
C[C@]12CC[C@@H]3c4ccc(O)cc4CC[C@H]3[C@@H]1CC[C@@H]2NS(=O)(=O)c1ccc(Br)cc1	.	32	.	36	.	71	59	.
CN(C)c1nc(NCCNS(=O)(=O)c2ccc(C3=Nc4c(N)nc(N)nc4NC(c4ccc(C(F)(F)F)cc4)C3)cc2)nc(N2CCOCC2)n1 (configuration not stated)	38	40	-17*	35	52	51	28	22
N#C/C(=C/C=C/c1ccccc1)S(=O)c1ccccc1 (configuration not stated)	-6.5*	2.3*	-58*	-8.5*	-26*	-57*	-56*	-5.7*
CC(C)(C)c1cc(-c2cc(C(C)(C)C)nc(N)n2)nc(N)n1	94	95	97	114	97	95	113	98
CC1=NC(C)(C)CC2CCC(O)C12 (configuration not stated)	107	.	80	115	.	102	106	111
C[N+]1(C)CCCC(OC(=O)C(O)(c2ccccc2)c2ccccc2)C1 (configuration not stated)	98	99	74	104	99	113	94	100
N#Cc1c(-c2ccc(Cl)cc2)nc2c(c(-c3ccccc3)nn2-c2ccccc2)c1-c1ccc(O)cc1	68	42	56	18	50	54	38	27
O=C1c2cc([N+](=O)[O-])ccc2-c2cc(Cl)c(NC(=O)C(F)(F)F)cc21	73	108	99	102	106	101	110	97
CC1CN(CCO)CC(C)O1 (configuration not stated)	102	100	103	111	99	94	108	100
C/C(=C\CCc1ccsc1)CC/C=C(\C)CCC1OC1(C)C (configuration not stated)	.	83	.	80	108	84	96	90
O=C(O)c1ccc([N+](=O)[O-])nc1	115	103	.	91	100	107	118	101
CCCCSCN1CCN(c2ccc(Cl)cc2)CC1	88	97	70	101	89	82	100	99
CCOC(=O)CC1CSC(N/N=C(\C)c2ccccc2)=N1 (configuration not stated)	97	95	88	98	98	92	104	93
COc1ccc(-n2sc(=O)n(Cc3ccc(COC(=O)C(C)c4ccc(CC(C)C)cc4)cc3)c2=O)cc1 (configuration not stated)	77	81	19	.	67	55	.	-22*
Cc1cc(-c2ccccc2)n2nc(N)c(=S)nc2n1	100	108	115	105	102	92	.	97
COc1ccc(-n2nc(C(=O)NCC(=O)NO)nc2-c2ccccc2)c(OC)c1OC	99	96	113	103	100	102	103	93
CC1(O)CCCC1	.	103	.	95	102	102	102	.
COc1cc(C)c(Cc2cnc(N)nc2N)cc1OC	100	103	89	82	97	100	105	108
Cc1ccc(S(=O)(=O)NNC(=O)/C(=C\c2ccc(F)cc2)c2nc3ccccc3s2)cc1	80	89	82	81	111	79	79	78
Brc1ccc2[nH]cc(-c3nc(-c4cccnc4)cs3)c2c1	68	74	.	.	.	82	83	.
Cc1cccc2cc(/C=C/C(=O)/C=C/c3ccc(Cl)cc3)c(=O)[nH]c12	63	66	96	6.0*	65	30	30	15
COc1cc(NCCCCCNCC(C)(C)C)c2ncccc2c1	92	100	53	95	84	108	103	95
COc1ccc(OC)c([N+](=O)[O-])c1[N+](=O)[O-]	94	99	94	92	120	93	101	97
Cc1ccc(/C=C/C2=NN(c3ccccc3)C(c3ccc(C)o3)C2)o1 (configuration not stated)	90	97	85	66	92	92	98	96
Nc1ccccc1-c1ccn[nH]1	87	90	91	.	87	48	94	97
Cc1c(C2(c3cc(C(C)C)c(O)c(Br)c3C)OS(=O)(=O)c3ccccc32)cc(C(C)C)c(O)c1Br	107	108	59	89	97	102	.	104
COc1ccc(-c2nnc(-c3ccc4c(c3)nc(-c3ccc(OC)cc3)n4C3CCCCC3)o2)cc1	93	95	76	62	87	91	93	90
CCc1c(Nc2ccc(C)c(C)c2)[nH]c(N)nc1=S	87	98	107	107	103	93	99	103
O=C(NC1CC1)c1ccc(-c2nc3ccc4[nH]ncc4c3c3c2CCCC3)cc1	56	26	71	51	29	29	45	30
COc1ccc(NC(=O)c2sc3c(=O)[nH]c(C(F)(F)F)nc3c2C)cc1	84	95	.	95	107	99	116	90
CC(=O)[C@H]1CC[C@H]2[C@@H]3CC[C@H]4CC(=O)CC[C@]4(C)[C@H]3[C@H](O)C[C@]12C	106	100	89	88	108	99	119	89
CCN=C1C=C/C(=C(/c2ccc(NCC)c(C)c2)c2cc(O)c(S(=O)(=O)O)cc2S(=O)(=O)O)C=C1C	.	103	108	102	93	99	106	106
NC1CCC(C(=O)O)CC1 (configuration not stated)	105&103	108&107	92&83	76&93	91&100	101&98	99&96	79&81
NC(N)=NNCCOc1c(Cl)cccc1Cl	91	99	92	89	98	104	101	.
COCCn1c(=S)sc2c(NCc3ccc(Cl)cc3)nc(-c3ccc(Cl)cc3)nc21	94	103	66	91	106	102	92	89
O=C1c2cc(Br)ccc2Oc2cc([N+](=O)[O-])ccc2N1c1ccc(Br)cc1F	94	91	97	109	95	85	95	94
C[C@@H](Oc1ccc(C(=O)NS(=O)(=O)C(C)(C)C)cc1C(F)(F)F)c1ccc(Oc2ccccc2)cn1	65	75	64	72	52	18	23	26
CCCOc1ccc2c(c1)CC[C@@H]1[C@@H]2CC[C@@]2(C)[C@H]1CC[C@]2(C)O	80	64	.	56	90	96	79	73
COc1cccc(-c2cn3nc(-c4c[nH]c5ccccc45)sc3n2)c1	81	74	79	86	77	77	69	74
CCCCCCCCCCCCCCCCOc1ccccc1NC(=O)CC(C)=O	90	92	96	64	112	79	109	57
CCC(O)C(CC(C)N(C)C)c1ccccc1 (configuration not stated)	96	101	86	112	102	104	99	111
CCCCC(C=O)(C=C=C(C)C)CC (configuration not stated)	.	94	86	98	120	96	102	89
Cc1ccc2[nH]c(=O)c3c(c2c1)OC(N)=C(C#N)C31c2cc(Br)ccc2-c2ccc(Br)cc21	60	54	43	3.8*	69	49	55	.
CC(C)NC(=O)N1C(=O)CCC1C(=O)NCc1ccc(Cl)cc1Cl (configuration not stated)	104	93	94	97	100	92	102	103
CCOC(=O)c1ccc(Nc2sc(C(=O)c3cccc([N+](=O)[O-])c3)c(N)c2C#N)cc1	62	48	43	-3.9*	27	29	24	5.1*
COc1ccc(F)cc1/C=C/C(=O)/C=C(/C=C/c1cc(F)ccc1OC)OB(F)F	71	72	56	-14*	86	15	9.7*	-15*
COc1ccc(NC(=O)Nc2sc3c(c2C#N)CCCC3)cc1	95	99	92	99	112	75	100	104
S=C1NCCCS1	110	98	80	101	104	96	113	102
O=C(CN1C(=O)NC(c2ccccc2)(c2ccccc2)C1=O)c1ccc(N2CCCC2)cc1	82	77	74	70	.	90	53	99
Clc1ccc(/C=C/c2ccccn2)c(Cl)c1	59	90	84	102	96	81	106	.
O=C(CCc1nnc2sc(-c3ccc(Cl)cc3Cl)nn12)c1nc2ncccc2[nH]1	-26*	4.8*	-62*	-2.1*	2.9*	-37*	-14*	7.0*
NC(=O)c1nccc2ccccc12	115	100	.	99	105	97	110	92
Cc1ccc(S(=O)(=O)N(CCC(=O)O)CCC(=O)O)cc1	108	93	78	.	97	106	96	98
O=C(Nc1cccc2[nH]c(C(F)(F)F)nc12)c1ccc(F)cc1	.	73	-9.1*	30	.	52	92	52
O=C(CSc1nnc(Nc2ccccc2)s1)NCCc1ccc(F)cc1	92	124	.	145	103	90	103	117
Cc1cccc(C(=O)c2ccccc2Cl)c1O	100	105	110	104	98	100	102	110
O=C(Nc1ccc(F)cc1)OCCOc1ccc([N+](=O)[O-])cc1	100	108	.	105	117	90	102	117
COc1ccc2c(c1)CN(CCc1ccccc1)CO2	.	111	.	109	108	103	96	109
COc1cc(NC(C)CCCN2C(=O)c3ccccc3C2=O)c2ncccc2c1OC (configuration not stated)	69	100	45	56	81	90	79	-27*
CC(C)C[C@@H](CC(N)=O)CC(=O)N[C@@H](CC(=O)N1CCn2c(nnc2C(F)(F)F)C1)Cc1cc(F)c(F)cc1F	99	77	101	108	89	96	96	117

Exported with two lines to a compound: entries from further up
Values in the order – EKVX	A549/ATCC	HOP-92	RPMI-8226	HOP-62	UACC-62	M14	CCRF-CEM
> CCCOc1ccc2c(c1)CC[C@@H]1[C@@H]2CC[C@@]2(C)[C@H]1CC[C@]2(C)O
 : 80	64	.	56	90	96	79	73
> COc1cccc(-c2cn3nc(-c4c[nH]c5ccccc45)sc3n2)c1
 : 81	74	79	86	77	77	69	74
> CCCCCCCCCCCCCCCCOc1ccccc1NC(=O)CC(C)=O
 : 90	92	96	64	112	79	109	57
> CCC(O)C(CC(C)N(C)C)c1ccccc1 (configuration not stated)
 : 96	101	86	112	102	104	99	111
> CCCCC(C=O)(C=C=C(C)C)CC (configuration not stated)
 : .	94	86	98	120	96	102	89
> Cc1ccc2[nH]c(=O)c3c(c2c1)OC(N)=C(C#N)C31c2cc(Br)ccc2-c2ccc(Br)cc21
 : 60	54	43	3.8*	69	49	55	.
> CC(C)NC(=O)N1C(=O)CCC1C(=O)NCc1ccc(Cl)cc1Cl (configuration not stated)
 : 104	93	94	97	100	92	102	103
> CCOC(=O)c1ccc(Nc2sc(C(=O)c3cccc([N+](=O)[O-])c3)c(N)c2C#N)cc1
 : 62	48	43	-3.9*	27	29	24	5.1*
> COc1ccc(F)cc1/C=C/C(=O)/C=C(/C=C/c1cc(F)ccc1OC)OB(F)F
 : 71	72	56	-14*	86	15	9.7*	-15*
> COc1ccc(NC(=O)Nc2sc3c(c2C#N)CCCC3)cc1
 : 95	99	92	99	112	75	100	104
> S=C1NCCCS1
 : 110	98	80	101	104	96	113	102
> O=C(CN1C(=O)NC(c2ccccc2)(c2ccccc2)C1=O)c1ccc(N2CCCC2)cc1
 : 82	77	74	70	.	90	53	99
> Clc1ccc(/C=C/c2ccccn2)c(Cl)c1
 : 59	90	84	102	96	81	106	.
> O=C(CCc1nnc2sc(-c3ccc(Cl)cc3Cl)nn12)c1nc2ncccc2[nH]1
 : -26*	4.8*	-62*	-2.1*	2.9*	-37*	-14*	7.0*
> NC(=O)c1nccc2ccccc12
 : 115	100	.	99	105	97	110	92
> Cc1ccc(S(=O)(=O)N(CCC(=O)O)CCC(=O)O)cc1
 : 108	93	78	.	97	106	96	98
> O=C(Nc1cccc2[nH]c(C(F)(F)F)nc12)c1ccc(F)cc1
 : .	73	-9.1*	30	.	52	92	52
> O=C(CSc1nnc(Nc2ccccc2)s1)NCCc1ccc(F)cc1
 : 92	124	.	145	103	90	103	117
> Cc1cccc(C(=O)c2ccccc2Cl)c1O
 : 100	105	110	104	98	100	102	110
> O=C(Nc1ccc(F)cc1)OCCOc1ccc([N+](=O)[O-])cc1
 : 100	108	.	105	117	90	102	117
> COc1ccc2c(c1)CN(CCc1ccccc1)CO2
 : .	111	.	109	108	103	96	109
> COc1cc(NC(C)CCCN2C(=O)c3ccccc3C2=O)c2ncccc2c1OC (configuration not stated)
 : 69	100	45	56	81	90	79	-27*
> CC(C)C[C@@H](CC(N)=O)CC(=O)N[C@@H](CC(=O)N1CCn2c(nnc2C(F)(F)F)C1)Cc1cc(F)c(F)cc1F
 : 99	77	101	108	89	96	96	117

New compounds follow:
SMILES	EKVX	A549/ATCC	HOP-92	RPMI-8226	HOP-62	UACC-62	M14	CCRF-CEM
N#Cc1ccc(C(=O)CSc2nc(Nc3cccc(S(N)(=O)=O)c3)c3ccccc3n2)cc1	104	100	85	36	109	58	95	45
CCCCN(CCCC)C(=O)CCl	108	108	97	112	112	107	105	107
CC(C)n1nc(C#Cc2cccc(O)c2)c2c(N)ncnc21	-27*	-60*	-70*	-47*	-52*	-89*	-64*	-21*
N#CCc1nnc(NC(=O)c2ccc(-n3c(=O)[nH]c4ccccc4c3=O)cc2)s1	95	105	98	111	101	87	108	101
O=C1NC(=O)C(=O)N1	108	107	91	98	100	102	107	91
CCn1cc(C(=O)O)c(=O)c2cc(F)c(N3CCN(C)CC3)cc21	97	98	83	90	100	97	101	99
CC(=O)c1nc2ccccc2n1CCNC(N)=O	.	62	.	32	70	87	74	68
COc1ccc(/C=C(/c2cc(OC)c(OC)c(OC)c2)c2nnc(-c3cc(OC)c(OC)c(OC)c3)o2)cc1	53	81	50	66	87	83	100	64
CC(=O)OC(C)(C#N)C(C)(C#N)OC(C)=O (configuration not stated)	.	96	56	96	114	113	109	99
COc1ccc(-c2ccc(C)n2-c2ccc(-c3nc4cc(Cl)ccc4s3)cc2)cc1	90	95	133	.	102	85	107	.
CN(N=C(c1ccccc1)c1ccccc1)c1ccccc1	.	.	87	91	.	93	102	85
O=[N+]([O-])c1ccc(NCc2ccccc2)c([N+](=O)[O-])c1	74	93	106	102	84	.	101	105
C=C(C)[C@@H]1CC[C@]2(C(=O)O)CC[C@]3(C)[C@H](CC[C@@H]4[C@@]5(C)C[C@@H](Cc6cn(CCO[C@@H]7O[C@H](COC(C)=O)[C@H](OC(C)=O)[C@H](OC(C)=O)[C@H]7OC(C)=O)nn6)[C@H](O)C(C)(C)[C@@H]5CC[C@]43C)[C@@H]12	72	62	-3.8*	38	81	64	81	69
COc1cc(-c2nc3c(ncc4ccc(=O)n(-c5ccccc5)c43)s2)cc(OC)c1OC	53	86	19	53	89	79	88	74
N#Cc1c(N)nc2c(c(N)nn2-c2ccccc2)c1-c1ccccc1	105	103	97	101	101	93	103	103
CC(C(=O)n1cc(-c2ccccc2)c(-c2ccccc2)c1)c1ccccc1 (configuration not stated)	.	89	91	98	95	106	108	103

Screens deposited in PubChem by NCI.
